# SR-BI HDL uptake: inhibitors of SR-BI mediated HDL lipid uptake, primary screen, ldlA[mSR-BI] cells, fluorescence, single point; ldlA[mSR-BI] CHO cells, DiI-HDL uptake fluorescence, 3 h; AID 488896, 2010; inhibition, % at 12.5 µM; 320,000 tested, 0.96% active; Scavenger receptor class B member 1 (Mus musculus), Q61009;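 active = mean replicate inhibition of at least 70% and a set share of replicates each scoring 70 or more; inconclusive = meets just one of the two criteria; inactive = fails both criteria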;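 note: 0% = median of neutral control wells and 100% = median of positive control wells; values of inactives mirror those of a sister screen read the other way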
# PvdQ acylase: P. aeruginosa PvdQ acylase inhibitors, primary screen, biochemical, fluorescence, plate reader and imaging, single point | PvdQ acylase [Pseudomonas aeruginosa LESB58] | purified PvdQ acylase | 340,000 tested, 0.063% active | inhibition, % at 10 µM; in the data active = inhibition above about 30%, passing the limit was not always enough; inconclusive = no clear call, values can overlap the other calls;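 note: 0% = vehicle neutral wells and 100% = reference inhibitor wells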
# CAL PDZ FP-1: untagged CAL PDZ binding inhibitors, primary screen, biochemical, fluorescence polarization, HTS. AID 602252, 2012. Golgi-associated PDZ and coiled-coil motif-containing protein (Homo sapiens), Q9HD26. inhibition, % at 24.9 µM. 300,000 tested, 0.92% active. purified CAL PDZ, TMR-peptide fluorescence polarization, 1 h;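 active = mean inhibition of at least 30% with at least half of replicates also reaching 30%; inconclusive = no clear call, values can overlap the other calls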;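 note: 0% = DMSO neutral control and 100% = excess unlabeled competitor peptide PRC23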
# SR-BI uptake up: activators of SR-BI mediated DiI-HDL uptake, primary screen, ldlA[mSR-BI] CHO cells, DiI fluorescence; 3 h; 100 = double the neutral-control signal; activation, % at 12.5 µM; 320,000 tested, 0.096% active;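 active = mean replicate activation of at least 60% and every replicate at or above 60%; inconclusive = mean or all-replicate condition met, but not both; inactive = mean below 60% and not all replicates reaching 60%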;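 note: 0% = median plate neutral-control signal and 100% = twice that signal; values of inactives mirror those of a sister screen read the other way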
#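 Material: SR-BI-overexpressing, LDLR-lacking CHO cells | Dosing: Single compound concentration, delivered by pin transfer | Probe or stimulus: Labelled HDL, 10 µg/mL | Signal: Bottom-read cell fluorescence after medium removal, ex 550/em 595 nm | Schedule: 3 h, 37 °C | Evaluation: HDL uptake via cellular fluorescence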
# MITF TRPM1 HTS: activators of MITF-driven TRPM1 promoter reporter, primary screen, cell-based, SK-MEL-5, luciferase, single point | activation, % at 12.5 µM | SK-MEL-5 TRPM1-promoter luciferase, 24 h; % of positive control, neutral wells = 0 | 300,000 tested, 0.75% active;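 active = mean activation of at least 80% with every replicate also reaching 80%; inconclusive = mean reaches 80% but some replicate falls short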;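 note: 0% = neutral control wells and 100% = parthenolide positive control wells; values of inactives mirror those of a sister screen read the other way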
# CAL PDZ FP-2: CAL PDZ peptide-binding inhibitors, primary screen, biochemical, fluorescence polarization, Cer-tagged CAL PDZ, HTS. AID 504414, 2011. 330,000 tested, 0.02% active. purified CAL PDZ, TMR-peptide fluorescence polarization, 1 h. Golgi-associated PDZ and coiled-coil motif-containing protein (Homo sapiens), Q9HD26. inhibition, % at 20 µM;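 active = highest replicate inhibition of at least 40%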;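 note: plate controls were DMSO neutral control wells for no effect and unlabeled competitor peptide control wells for full effect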
#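 Control set: unlabelled peptide and DMSO controls / Material: purified CerCALP PDZ construct / Timing: 1 h incubation at room temperature before polarization reading / Doses: 20 µM, one dose / Detection: fluorescence polarization (mP)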
# dFosB act: activators of delta FosB homodimer, primary screen, biochemical, fluorescence polarization, TAMRA-CDK5 oligo, single point. Protein FosB (Mus musculus), P13346. purified delta FosB; percent of positive-control signal above neutral wells. activation, % at 25 µM. 340,000 tested, 0.99% active. AID 493131, 2011;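 active = mean activation above about 17%, with every replicate also reaching it, limit read from the data, passing the limit was not always enough; inconclusive = only one of the two conditions met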;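 note: fluorescence polarization rise as delta FosB binds a TAMRA Cdk5 AP-1 oligo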
# PfHsp90 yeast 2: growth inhibition of PfHsp90-expressing yeast, primary screen, antimalarial PfHsp90 inhibitor project, S. cerevisiae, BacTiter-Glo luminescence, single point, set 2. 310,000 tested, 0.32% active. AID 504621, 2011. BacTiter-Glo ATP, 48 h; yeast lacking PDR1 and PDR3 efflux regulators. inhibition, % at 9.4 µM;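 active = every replicate shows inhibition above about 80%, whatever the replicate mean, limit read from the data; inconclusive = mean inhibition reaches the set limit but some replicate falls short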;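 note: 0% = DMSO neutral controls and 100% = 20 µM radicicol positive controls; yeast relying on Plasmodium falciparum Hsp90 in place of its own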
# NSD2 HMT inh: NSD2 histone methyltransferase inhibitors, primary screen, biochemical, AlphaScreen, single concentration, set 2; 310,000 tested, 0.54% active; NSD2 peptide methylation, 120 min; Histone-lysine N-methyltransferase NSD2 (Homo sapiens), O96028; inhibition, % at 12.5 µM; in the data active = inhibition above about 50%
# Target sequence (O96028 whole entry, looked up): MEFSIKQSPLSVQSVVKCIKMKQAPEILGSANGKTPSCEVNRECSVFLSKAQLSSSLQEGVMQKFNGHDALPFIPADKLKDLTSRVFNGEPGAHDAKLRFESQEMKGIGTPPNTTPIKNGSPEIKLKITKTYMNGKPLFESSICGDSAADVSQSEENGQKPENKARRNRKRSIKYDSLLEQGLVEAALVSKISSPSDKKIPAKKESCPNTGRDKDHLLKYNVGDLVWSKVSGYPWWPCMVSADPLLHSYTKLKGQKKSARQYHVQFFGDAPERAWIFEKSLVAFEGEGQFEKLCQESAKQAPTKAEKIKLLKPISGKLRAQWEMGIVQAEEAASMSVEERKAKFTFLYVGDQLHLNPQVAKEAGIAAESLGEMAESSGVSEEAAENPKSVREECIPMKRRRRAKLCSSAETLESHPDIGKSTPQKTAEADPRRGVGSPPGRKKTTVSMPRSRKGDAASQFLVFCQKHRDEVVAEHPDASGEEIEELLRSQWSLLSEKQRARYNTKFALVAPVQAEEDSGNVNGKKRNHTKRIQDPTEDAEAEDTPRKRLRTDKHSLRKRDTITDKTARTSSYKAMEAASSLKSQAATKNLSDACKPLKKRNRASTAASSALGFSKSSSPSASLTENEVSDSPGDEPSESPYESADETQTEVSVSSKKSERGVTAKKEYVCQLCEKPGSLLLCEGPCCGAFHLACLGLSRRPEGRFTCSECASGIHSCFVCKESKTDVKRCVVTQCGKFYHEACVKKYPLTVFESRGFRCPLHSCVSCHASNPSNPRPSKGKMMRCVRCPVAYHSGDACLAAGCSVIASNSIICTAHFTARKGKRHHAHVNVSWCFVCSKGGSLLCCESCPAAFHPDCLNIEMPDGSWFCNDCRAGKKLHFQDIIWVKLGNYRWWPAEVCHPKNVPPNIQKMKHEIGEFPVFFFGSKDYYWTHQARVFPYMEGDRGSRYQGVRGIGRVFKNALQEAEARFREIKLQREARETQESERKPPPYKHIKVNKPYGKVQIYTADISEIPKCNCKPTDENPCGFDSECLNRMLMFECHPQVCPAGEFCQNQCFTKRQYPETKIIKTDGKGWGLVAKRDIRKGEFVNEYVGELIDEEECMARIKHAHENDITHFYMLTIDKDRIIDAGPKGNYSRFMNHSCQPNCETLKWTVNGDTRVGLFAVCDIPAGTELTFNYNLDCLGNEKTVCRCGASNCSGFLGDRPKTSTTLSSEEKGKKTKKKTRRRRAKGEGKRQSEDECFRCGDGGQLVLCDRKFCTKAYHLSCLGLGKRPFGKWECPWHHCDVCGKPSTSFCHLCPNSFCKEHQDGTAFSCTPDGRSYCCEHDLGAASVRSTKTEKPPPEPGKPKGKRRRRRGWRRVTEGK
# Rtt109 Vps75: inhibitors of C. albicans Rtt109/Vps75 HAT, primary screen, biochemical, ThioGlo CoA-SH fluorescence, plate reader. Histone acetyltransferase RTT109 (Candida albicans (strain SC5314 / ATCC MYA-2876)), …. purified Rtt109/Vps75, 4 h. inhibition, % at 34.9 µM. 330,000 tested, 0.16% active. AID 540336, 2011;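 active = inhibition of at least 50% in every replicate; inconclusive = best replicate reaches 50% inhibition but some replicates fall short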
# An asterisk follows results filed as active; ? = inconclusive; / = no result given.
# Values in the order – SR-BI HDL uptake	PvdQ acylase	CAL PDZ FP-1	SR-BI uptake up	MITF TRPM1 HTS	CAL PDZ FP-2	dFosB act	PfHsp90 yeast 2	NSD2 HMT inh	Rtt109 Vps75
- Cc1ccccc1OCCSc1nc(N(C)C)nc(N(C)C)n1
 : 11	-9	-6	-11	17	-1.2	-6	-31	-6	-2
- CCCCCCCN1CCC(=O)N([C@H](CO)Cc2ccccc2)CC1
 : -17	-7	-4	17	6	-1.3	-4	1	/	2
- Cc1ccccc1-n1nc2c(c1NC(=O)c1cc3ccccc3oc1=O)CS(=O)C2 (stereo unspecified)
 : 0	-17	97*	0	5	/	-1	-19	/	3
- Cc1nc2ccccc2nc1-c1ccc([N+](=O)[O-])cc1
 : 34	2	-2	-34	5	-0.4	4	1	1	-14
- Nc1cccnc1Sc1ccccc1
 : 15	-14	-3	-15	6	0.7	1	-24	0	7
- N#Cc1sc2nc(C3CC3)cc(-c3ccc(Cl)cc3)c2c1N
 : ?	11	-7	-71	10	-1.8	-1	-9	-8	7
- CCC1(C)Cc2c(sc3nc(SC)nc(NCCN(C)C)c23)CO1 (stereo unspecified)
 : -5	-13	1	5	/	-2.4	3	/	4	/
- CN(CC(=O)Nc1ccc2c(c1)OCO2)S(=O)(=O)c1ccc2c(c1)CCC(=O)N2
 : -9	7	-3	9	1	-1.3	-3	15	5	26
- C=CCn1c(SCC(=O)Nc2nccs2)nnc1-c1cc2cccc(OC)c2o1
 : 13	10	-3	-13	6	/	7	-7	2	-9
- COc1ccc(C)cc1-n1nc2ccccc2n1
 : -3	-6	-3	3	2	-1.9	-6	-30	-1	-1
- NC(=O)CCN1CCC(c2nc3ccccc3s2)CC1
 : /	1	12	/	-6	-2.3	-2	16	-5	1
- C/C(=N\Nc1ccc(F)cc1F)c1ccc(Br)s1
 : 27	-3	/	-27	12	-1.0	-7	0	0	-2
- CCC(=O)N1CCc2cc(S(=O)(=O)CCC(=O)NC3CCCCC3)ccc21
 : -2	-13	-5	2	2	1.2	-6	-32	-5	2
- C[C@H]1C(=O)N(C)CCN1Cc1cn(C)nc1-c1ccc(Oc2ccccc2)cc1
 : -1	-13	-5	1	-15	-0.2	-14	/	/	-6
- O=C(CSCc1c(F)cccc1Cl)NCCc1ccccc1
 : -12	11	-3	12	/	1.8	0	0	-3	7
- CCOC(=O)C1CCCN(C(=O)c2ccco2)C1 (stereo unspecified)
 : -41	-6	-4	41	-17	-1.0	4	9	2	-8
- CN(C)c1ccc(CNC(=O)C2CCN(S(=O)(=O)c3ccc4c(c3)oc(=O)n4C)CC2)cc1
 : 1	-6	1	-1	7	-2.7	0	-30	19	-5
- COc1ccc(OC)c(CN2CCC(CNC(=O)Nc3cccc(Cl)c3)CC2)c1
 : /	-17	-3	/	14	-2.8	-1	-42	5	4
- COc1ccc2cc(C3CC(c4cccs4)=NN3C(C)=O)c(Cl)nc2c1 (stereo unspecified)
 : -14	-7	-2	14	/	-1.5	7	5	-1	3
- CCC(=O)N1CCc2cc(S(=O)(=O)CCC(=O)Nc3cccc(F)c3)ccc21
 : -9	-9	-2	9	-12	-1.3	-6	18	/	/
- Cc1ccc(N=Nc2ccc(O)c(P(=O)(c3ccccc3)c3ccccc3)c2)cc1
 : /	-6	0	/	12	-1.6	-16	-33	-1	-1
- Cc1nn(Cc2ccc(Cl)cc2)c(C)c1NC(=O)CCCn1nc(C)c([N+](=O)[O-])c1C
 : 23	8	-2	-23	-9	0.3	2	2	-1	12
- Cc1noc(C)c1C(=O)OCC(=O)NCCc1ccc(Cl)cc1
 : -11	1	2	11	-3	-0.6	-4	-40	-5	4
- CC(=O)Nc1ccc(NC(=O)C(NS(=O)(=O)c2ccc3c(c2)OCCO3)C(C)C)cc1 (stereo unspecified)
 : -19	-13	-3	19	5	1.0	37*	/	0	3
- COC(=O)[C@H](C)NC(=O)NC(C)CCc1ccccc1 (stereo partly specified)
 : -39	-9	/	39	5	-1.7	2	-8	8	-1
- COc1cc(C(=S)N2CCOCC2)ccc1OC(=O)/C=C/c1ccco1
 : -4	9	-5	4	6	-1.8	-13	1	1	-3
- O=C(CSc1nccc(=O)[nH]1)N1CCCc2ccccc21
 : -16	-6	-1	16	-1	-1.9	-2	16	-2	5
- CCn1cc(C(=O)O)c(=O)c2cc(F)c(N3CCN(C(=S)NC(=O)c4ccccc4)CC3)cc21
 : /	-6	-2	/	5	-4.6	-2	3	/	-3
- c1ccc(N/N=C2\CCCc3ccccc32)nc1
 : 17	26	-2	-17	6	0.0	-3	14	4	1
- O=C(Nc1ccccc1C(=O)Nc1ccncc1)c1cccc([N+](=O)[O-])c1
 : 19	-10	-6	-19	-13	-1.8	11	5	-1	-6
- CC1CCC(NC(=O)CN2C(=O)C3CC=CCC3C2=O)CC1 (stereo unspecified)
 : 1	-22	-1	-1	5	0.0	-1	-31	-1	3
- CC(C)(C)c1ccc(C(=S)N2CCN(c3ccccc3)CC2)cc1
 : -32	7	-1	32	-5	1.2	-11	0	-2	-9
- Cc1ccc(C(C)NC(=O)c2cccs2)cc1C (stereo unspecified)
 : /	-22	-3	/	/	0.3	4	-11	-1	-1
- Cc1ccc(OCCNS(=O)(=O)c2ccc(Cl)cc2)cc1
 : -13	-14	-2	13	-3	0.9	6	-6	21	-16
- COc1ccc(CNC(=O)C(c2cccs2)N(Cc2ccco2)C(=O)Cc2cccs2)cc1 (stereo unspecified)
 : -20	-6	1	20	4	-4.0	-11	-6	/	-7
- COc1ccc(C(=O)OCC(=O)Nc2sccc2C(N)=O)cc1[N+](=O)[O-]
 : 44	-12	/	-44	12	1.4	1	-8	12	-2
- CCCCN(C(=O)CCCc1nc2ccccc2s1)c1c(N)n(CCCC)c(=O)[nH]c1=O
 : -1	-12	-1	1	1	-2.3	-10	-34	-2	2
- O=C(CSc1nnc(Cc2ccccc2)n1Cc1ccco1)NC12CC3CC(CC(C3)C1)C2
 : 5	-9	/	-5	7	-2.2	-18	-1	-3	15
- CCOC(=O)C1CCN(CC(=O)c2c(C)n(C)c3ccc(OC)cc23)CC1
 : 25	4	-1	-25	-7	-1.1	10	5	1	3
- CCOc1ccc(NC(=O)N(C2CCCCC2)C(C)c2ccncc2)cc1 (stereo unspecified)
 : -4	-6	-6	4	-7	-1.0	-5	2	0	-4
- NC(=O)[C@@H]1CCCCNc2c(F)cc([N+](=O)[O-])cc2C(=O)N[C@@H](CCCN=C(N)N)C(=O)NCC(=O)N1
 : -3	10	0	3	13	-0.2	15	20	/	16
- O=C(CN(c1cccc(C(F)(F)F)c1)S(=O)(=O)c1ccc(Cl)c([N+](=O)[O-])c1)NCc1ccccc1Cl
 : -18	6	3	18	-54	-1.3	-5	-41	-2	4
- CCn1c(CN2c3ccccc3Sc3ccccc32)n[nH]c1=S
 : -16	-11	-5	16	1	-0.3	-9	-9	9	10
- CNC(=O)c1c(NC(=O)CCS(=O)(=O)c2ccc(Cl)cc2)sc2c1CCN(C(=O)OC)C2
 : 15	-8	-5	-15	6	-2.8	-16	-15	4	-5
- Cc1ccc(S(=O)(=O)N2C[C@@H]3[C@H]4CC[C@H](C4)[C@@H]3[C@@H](C)[C@@H]2c2ccn(Cc3ccccc3)c2)cc1
 : -34	-1	0	34	7	-0.2	-5	-1	/	-1
- Cc1ccc(CCNC(=O)CS(=O)Cc2nc(-c3ccccc3F)oc2C)cc1 (stereo unspecified)
 : 0	2	-2	0	8	-2.4	-2	9	7	16
- Cc1cccn2cc(CCNC(=O)c3cccs3)nc12
 : -11	-9	0	11	9	-0.5	-1	12	-2	-7
- CCCNC(=O)NC(=O)CSc1nncs1
 : -22	8	3	22	-1	0.4	-3	11	4	-9
- CCn1c(SCC(=O)Nc2sc3c(c2C#N)CCC(C(C)(C)C)C3)nnc1-c1ccco1 (stereo unspecified)
 : -13	-10	0	13	-6	-1.8	-18	2	0	8
- CCCCOc1ccc(C(=O)N/C(=C/C=C/c2ccccc2)C(=O)NC)cc1
 : 21	8	-1	-21	1	0.3	-9	-3	0	/
- CN(C)c1nc(SCC#N)nc(N2CCOCC2)n1
 : -15	-8	0	15	0	0.0	-5	2	-3	4
- CNC(=O)c1cc(C(=O)c2ccc(C(F)(F)F)cc2F)c[nH]1
 : -11	-2	-4	11	5	/	4	27	0	-10
- COc1cc2c(C(=O)N3CCN(C)CC3)c(C)oc2cc1Br
 : 19	-14	/	-19	4	-0.1	-4	/	2	0
- CC1=NN(C(C#N)c2c(C)nn(Cc3ccccc3)c2C)C(C)(C)C1 (stereo unspecified)
 : -7	0	-2	7	1	-1.0	-1	16	-9	/
- O=C(NNC(=S)NCc1ccc(Cl)cc1)c1ccc(Br)o1
 : -38	10	-3	38	2	-0.8	2	1	10	8
- COc1ccccc1S(=O)(=O)N1CCNC(=O)C1
 : 21	-14	-2	-21	-12	0.2	-6	-5	1	-2
- CCOc1ccc(C(=O)COc2ccc(NC(C)=O)cc2)cc1
 : -4	-12	-2	4	-1	-0.2	3	-20	-3	-14
- Cc1cc(C)c(S(=O)(=O)N(CC(=O)N2CCCC2)C2CCCCC2)c(C)c1
 : 10	-11	-3	-10	/	-1.2	-10	/	-1	5
- Cc1ccc(-c2cn3cccc(C)c3n2)cc1
 : 2	12	-5	-2	-6	-1.9	-2	-3	1	3
- CC(C)CC(=O)Nc1nc(-c2ccc(S(=O)(=O)N3CCOCC3)cc2)cs1
 : 7	-6	-1	-7	-3	-3.0	-11	-23	-1	-2

# Bioassay records as filed in PubChem BioAssay.
